Screening data from PubChem BioAssay.
hDAT+cocaine: modulates human dopamine transporter uptake under cocaine. Q01959. LLC-PK1 hDAT cells, [14C]-dopamine uptake with cocaine IC80; actives deviate in either direction. B-score at 10 µM. actives 1.3% (n = 110,000). AID 449768;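 active = Z score or B-score, a plate-position-corrected score, falls beyond the plate's 99.7% confidence bounds, in either direction; inactive = both scores lie inside the 99.7% bounds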;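 also: scored against the spread of the other compound wells on the same plate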
Target sequence (Q01959 whole entry, looked up): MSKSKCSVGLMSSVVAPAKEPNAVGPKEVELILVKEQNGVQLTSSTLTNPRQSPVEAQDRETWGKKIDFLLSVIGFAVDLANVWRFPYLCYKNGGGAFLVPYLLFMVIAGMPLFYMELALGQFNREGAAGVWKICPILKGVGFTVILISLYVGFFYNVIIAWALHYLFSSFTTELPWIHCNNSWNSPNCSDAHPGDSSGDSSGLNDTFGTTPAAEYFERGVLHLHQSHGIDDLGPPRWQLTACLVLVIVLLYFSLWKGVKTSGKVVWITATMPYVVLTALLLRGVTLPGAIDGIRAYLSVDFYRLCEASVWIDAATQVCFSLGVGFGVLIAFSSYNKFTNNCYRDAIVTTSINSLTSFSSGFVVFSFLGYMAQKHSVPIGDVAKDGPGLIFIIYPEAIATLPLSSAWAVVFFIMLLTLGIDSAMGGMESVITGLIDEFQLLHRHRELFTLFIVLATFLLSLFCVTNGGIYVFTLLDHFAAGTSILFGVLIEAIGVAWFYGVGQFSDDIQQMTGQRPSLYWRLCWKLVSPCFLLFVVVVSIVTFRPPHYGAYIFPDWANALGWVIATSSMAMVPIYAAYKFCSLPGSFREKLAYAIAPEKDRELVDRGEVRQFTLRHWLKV
Active calls of the source: *; & = joins results of further samples.

SMILES	hDAT+cocaine
c1ccc(C2[C@H]3CN(Cc4cccnc4)[C@H](c4ccccc4)C34CC2(c2cccnc2)C4)cc1 (stereo partly specified)	0.23
CN1CCN(c2nc3c(c(=O)n(C)c(=O)n3C)n2CCSc2nc3ccccc3s2)CC1	-0.052
CCO[C@@H]1OC(C(=O)NCc2nc3ccccc3[nH]2)=C[C@H](c2cn(C(C)=O)c3ccccc23)[C@H]1CCCO	1.9
Cc1cc(C)c2nc(NNC(=O)c3ccc(S(=O)(=O)N4CCc5ccccc5C4)cc3)sc2c1	0.94
CCC/C=C1/CCCOC(C(=O)NCCN2CCOCC2)(C(F)(F)F)C1 (stereo unspecified)	-0.16
COc1ccc(Nc2nc(N3CCCC3)nc(N3CCOCC3)n2)cc1	-0.24
COC(=O)C1=C(C(=O)OC)[C@@H]2N(Cc3ccccc3)c3ccccc3[C@@]23C[C@@H](C(=O)OC)N(C(=O)C2CCC2)C3=N1	-0.34
C=C1/C(=C\C=C2/CCC[C@]3(C)[C@@H]([C@H](C)/C=C/[C@@H](O)C4CC4)CC[C@@H]23)C[C@@H](O)C[C@@H]1O	1.4
COC(=O)CCC(=O)OC1(C)C(=O)C=C2C=C(C3CC3)N(CCCOC(C)C)C=C2C1=O (stereo unspecified)	-0.21
CC1(OC(=O)C2CCCC2)C(=O)C=C2C=C(c3ccsc3)N(CCCCO)C=C2C1=O (stereo unspecified)	-0.79
COc1ccc2c(c1)c(=O)c(C(=O)c1ccccc1)cn2Cc1ccc(C)cc1	-0.72
CCOc1ccc(CCNC(=O)C2=C(C)C(=O)OC23CCC(C)CC3)cc1 (stereo unspecified)	0.0075
COc1cc(/C=C/C(=O)O)cc(OC)c1O	-0.59
CCOC(=O)C1Nc2ccc(C)cc2C2C=CCC12 (stereo unspecified)	-0.0053
C#CCOCCOCCOCCNc1nc(N2CCOCC2)nc(N2CCN(C(=O)[C@H](Cc3cc4ccccc4[nH]3)n3cc([C@@H](N)Cc4ccc(O)cc4)nn3)CC2)n1	0.0094
FC(F)(F)c1ccc(C2[C@H]3CN(Cc4cccnc4)[C@H](c4ccccc4)C34CC2(c2ccccc2)C4)cc1 (stereo partly specified)	-0.15
CC1OC(Oc2ccc3ccc(=O)oc3c2-c2c(O)ccc3cc(Oc4ccc5ccc(=O)oc5c4)c(=O)oc23)C(O)C(O)C1O (stereo unspecified)	-0.49
CCCCNC(=O)[C@@H]1CC=C[C@@H]2CCN(C3CC3)C(=O)[C@@H]21	-0.65
CC(C)OCCCN1C=C2C(=O)C(C)(OC(=O)CCc3ccccc3)C(=O)C=C2C=C1c1ccc(C#N)cc1 (stereo unspecified)	0.49
CC(Cc1ccccc1)C(=O)N(C)Cc1cccnc1 (stereo unspecified)	0.094
COc1ccccc1C(=O)Nc1nnc(-c2ccc(Cl)cc2)o1	-1.2
CC1CC(NC(=O)c2cnc3n(c2=O)CCS3)CC(C)(C)C1 (stereo unspecified)	-2.6*
COc1ccc(Nc2cc(C)nc3nc(C)nn23)c(OC)c1	-1.2
C#CCOCCOCCOCCNc1nc(N2CCOCC2)nc(N2CCN(C(=O)[C@H](Cc3cc4ccccc4[nH]3)n3cc([C@@H](N)CC(C)C)nn3)CC2)n1	0.46

4 entries from above, ordered by length of the SMILES, highest first.
SMILES	hDAT+cocaine
C=C1/C(=C\C=C2/CCC[C@]3(C)[C@@H]([C@H](C)/C=C/[C@@H](O)C4CC4)CC[C@@H]23)C[C@@H](O)C[C@@H]1O	1.4
CC1OC(Oc2ccc3ccc(=O)oc3c2-c2c(O)ccc3cc(Oc4ccc5ccc(=O)oc5c4)c(=O)oc23)C(O)C(O)C1O (stereo unspecified)	-0.49
COc1ccc(Nc2cc(C)nc3nc(C)nn23)c(OC)c1	-1.2
CC(Cc1ccccc1)C(=O)N(C)Cc1cccnc1 (stereo unspecified)	0.094

Next section:
SMILES	hDAT+cocaine
COC(=O)C[C@H]1c2cc(F)ccc2S(=O)(=O)N1C(C)C	-1.1
C[C@@H](C(=O)Nc1ccc2ccccc2c1)[C@@H]1C[C@@]1(C)[C@@H](NC(=O)c1ccccc1)c1ccccc1	1.2
COC(=O)C1=C(C(=O)OC)[C@@H]2Nc3ccccc3[C@@]23C[C@@H](C(=O)OC)N(C(=O)C2CCC2)C3=N1	0.66
COc1ccc2c(c1)O[C@H](c1ccc3c(c1)OCO3)[C@@H](O)C2=O	0.87
C[C@H]1CC[C@@]2(O[C@H](CCO)C[C@H](O)[C@H]2O)O1	-0.97
CC(C)CC(COCc1ccc(C(F)(F)F)cc1)N1CCN(C(=O)c2ccc(C(F)(F)F)cc2)CCC1=O (stereo unspecified)	-0.051
CC(C)[C@H]1C=C(C(=O)O)O[C@@H](OCCCCO)C1	0.029
C=CCNC(=O)c1onc(CSc2cccc(OC)c2)c1C(=O)NCC=C	0.51
C=C(C)C1(O)OC(=O)C=C1OC (stereo unspecified)	-0.22
OCCNc1nc(Nc2ccccc2C(F)(F)F)nc(N2CCCC2)n1	0.059
CC(Cc1ccccc1)C(=O)NCc1ccccn1 (stereo unspecified)	-0.25
O=C(NCc1ccccn1)C1(C(F)(F)F)C/C(=C\CCO)CCCO1 (stereo unspecified)	-0.025

Another view of some results above:
> C[C@@H](C(=O)Nc1ccc2ccccc2c1)[C@@H]1C[C@@]1(C)[C@@H](NC(=O)c1ccccc1)c1ccccc1
  hDAT+cocaine: 1.2

> COC(=O)C1=C(C(=O)OC)[C@@H]2Nc3ccccc3[C@@]23C[C@@H](C(=O)OC)N(C(=O)C2CCC2)C3=N1
  hDAT+cocaine: 0.66

(next part)
SMILES	hDAT+cocaine
O=C(c1cccc(Cl)c1)N1CCC(=O)N(C(COCc2cccc(Cl)c2)Cc2ccccc2)CC1 (stereo unspecified)	-0.059
C=CCn1c(O)c(C2=c3ccccc3=NC2=O)sc1=Nc1ccc(O)cc1	0.2
O=C(Nc1ccc(-c2csc(Nc3ccccc3)n2)cc1)c1cc([N+](=O)[O-])cc(C(F)(F)F)c1	1.2
Cc1ccc(Cn2cc(SCC(N)=O)c3ccccc32)cc1	-1
COc1ccc(-c2cccc(C3CC=CC4C3C(=O)N(Cc3ccccc3)C4c3ccc4ccccc4c3)c2)cc1 (stereo unspecified)	-0.59
COc1cccc2c1C(CO)N1C(C#N)C3CC(C(=O)O)C(C1C2)N3C (stereo unspecified)	-0.55
COc1c(OC)c(O)c2c(=O)c(O)c(-c3ccccc3)oc2c1OC	-0.88
O=C(c1ccc2c(c1)OCO2)N1CCC2(CC1)Oc1ccc(F)cc1C(=O)C21CC(c2ccccc2)=NO1 (stereo unspecified)	0.35
c1ccc(-c2nc(C3CCCCC3)c3sccc3n2)cc1	0.02
CCCCC1=CC2=C(c3ccco3)C(=O)C(C)(OC(=O)c3ccc(OC)cc3)C(=O)C2=CN1C1CC1 (stereo unspecified)	-0.82
COc1ccc(NC(=O)c2nc[nH]c2C(=O)NCC(=O)OC(C)(C)C)cc1	1.7
CCN(CC)CCC(c1ccc2c(c1)OCO2)c1c(OC)cc(OC)c2ccc(=O)oc12 (stereo unspecified)	0.68
CC1(c2nnc(-c3ccc(Cl)cc3)o2)CC(c2ccc([N+](=O)[O-])cc2)=NO1 (stereo unspecified)	-1.1
C#CCOCCOCCOCCNc1nc(N2CCN(C(=O)C([C@@H](C)CC)n3cc(C(N)CO)nn3)CC2)nc(N2CCN(C(=O)C([C@@H](C)CC)n3cc(C(N)COC(=O)C(F)(F)F)nn3)CC2)n1 (stereo partly specified)	-0.052
COC(=O)C[C@](O)(CCCC(C)(C)O)C(=O)O[C@@H]1C(OC)=C[C@]23CCCN2CCc2cc4c(cc2[C@H]13)OCO4	-0.24
COc1cc(/C=C/c2ccc(O)cc2)cc(OC)c1	1.2
CCO[C@@H]1OC(C(=O)N2CCN(C)CC2)=C[C@H](c2csc3ccccc23)[C@H]1CCCO	-0.63
Fc1cccc(Nc2ncnc3c2cnn3-c2ccccc2)c1	0.89
CC(=O)C[C@H]1c2cc(C(F)(F)F)ccc2S(=O)(=O)N1C1CCCCC1	-0.48
CCN1CCC[C@H]1CNC(=O)c1c(O)c(Cl)cc(Cl)c1OC	-0.022&-0.2
O=C(O)Cc1c[nH]c2ccc(O)cc12	-0.31
COc1ccc(C(CC(=O)O)NC(=O)c2ccccc2[N+](=O)[O-])cc1 (stereo unspecified)	-0.24
C=C(C)C(=O)N1CC2(CC(c3cccc(NC(=O)/C=C\C=C/C)c3)=NO2)C[C@H]1C(N)=O (stereo partly specified)	-1
O=C1C(CCS(=O)c2ccccc2)C(=O)N(c2ccccc2)N1c1ccccc1 (stereo unspecified)	0.3
CCCCN1C(=S)NC[C@@H]1Cc1cccc2ccccc12	2.4
COCCN=C1OC(=O)N2C(=O)C3=C4[C@@H](C[C@H]5C(=O)N(c6ccccc6)C(=O)[C@H]5[C@H]4[C@@]12Cc1ccccc1)[C@H]1C(=O)N(c2ccccc2)C(=O)[C@H]1[C@H]3C	-0.52
CCOC(=O)C1Nc2ccccc2C2C(O)C(O)CC12 (stereo unspecified)	-0.25
COc1ccc([C@H]2/C=C\CN(S(=O)(=O)c3cccc4cccnc34)[C@@H](C)C(=O)N2Cc2ccc(F)cc2)cc1	0.63
COc1ccc(-c2noc3c2-c2nc(-c4ccc(C)cc4)sc2CC3)cc1	-1
C#CCOCCOCCOCCNc1nc(N2CCN(C(=O)[C@H](Cc3ccc(O)cc3)n3cc([C@@H](N)C(C)CC)nn3)CC2)nc(N2CCN(C(=O)[C@H](Cc3cc4ccccc4[nH]3)n3cc([C@@H](N)C(C)CC)nn3)CC2)n1 (stereo partly specified)	0.56
CC(C)CC(CO)N1CCN(C(=O)c2ccccc2)CCC1=O (stereo unspecified)	0.51
COc1ccc(C2=NOC(C)(c3nnc(-c4ccc(F)cc4)o3)C2)cc1 (stereo unspecified)	-0.57
O=S1(=O)NC[C@]23C[C@H](c4ccc(F)cc4)[C@@H](C[C@@H]21)O3	-0.16
CCC(=O)N1CC2(CC(c3cccc(NC(=O)COc4ccc(Cl)cc4)c3)=NO2)C[C@@H]1C(N)=O (stereo partly specified)	-0.72
O=C(CC(c1ccccc1)(c1ccccc1)c1ccccc1)N[C@@H](Cc1ccccc1)C(=O)O	-0.051
COCCN1CCN(C(=O)c2ccc3c(c2)S(=O)(=O)c2ccccc2C3=O)CC1	-0.16
COC(C[C@H]1O[C@@H]1[C@@H](O)[C@H](C)OCc1ccccc1)OC	-0.0093
O=C(Nc1ccccc1)C1=C[C@@H](c2ccc(C(F)(F)F)cc2)C[C@@H](OCCCCO)O1	0.13
CC(C)C[C@H](NC(=O)c1[nH]cnc1C(=O)N[C@H](C)c1ccccc1)C(=O)OCc1ccccc1	0.12
NC(=O)CC(NC(=O)Cc1ccc(Br)cc1)c1ccc(NCc2ccc(F)cc2)c([N+](=O)[O-])c1 (stereo unspecified)	-0.12
CC1=C(C(=O)OCc2ccccc2)C(c2ccc(Br)cc2)NC(=O)N1CCCCCC(=O)O (stereo unspecified)	1.3
Cc1cccc(-c2oc3ccc(-c4ccc5c(c4)OCO5)cc3c2-c2ccc(OC3CCCCO3)cc2)c1 (stereo unspecified)	0.49
Nc1nc(Nc2ccccc2)nc2c1ncn2[C@@H]1O[C@H](CO)[C@@H](O)[C@H]1O	0.47
CCC1=C(OC(=O)N(CC)CC)N2C(=O)OC(=NCCc3c[nH]c4ccccc34)[C@]2(C)[C@H]2C1=CC[C@H]1C(=O)N(CC)C(=O)[C@H]12	0.049
C=C(C)C(=O)Nc1cccc(C2=NOC3(C2)C[C@@H](C(N)=O)N(C(=O)C2(C)CC2)C3)c1 (stereo partly specified)	0.00087
CC(=O)NCCc1c[nH]c2ccc(O)cc12	-0.4
CC(C)(C)c1ccc(C2=CC(c3ccccc3)n3ncnc3N2)cc1 (stereo unspecified)	-0.6
CC[C@H](C)C(C(=O)N1CCN(C(=O)OC(C)(C)C)CC1)n1cc(C(CC(C)C)NC(=O)OC(C)(C)C)nn1 (stereo partly specified)	-0.38

The closing three compounds of the part before come first, to join the parts.
SMILES	hDAT+cocaine
CC(=O)NCCc1c[nH]c2ccc(O)cc12	-0.4
CC(C)(C)c1ccc(C2=CC(c3ccccc3)n3ncnc3N2)cc1 (stereo unspecified)	-0.6
CC[C@H](C)C(C(=O)N1CCN(C(=O)OC(C)(C)C)CC1)n1cc(C(CC(C)C)NC(=O)OC(C)(C)C)nn1 (stereo partly specified)	-0.38
COc1ccc(-c2[nH]c(-c3ccc(C)cc3)nc2SCC(=O)NC2CCCC2)cc1	0.44
COc1ccc(N2C(=O)N(Cc3cccc(F)c3)c3ccccc3S2(=O)=O)cc1	1.2
CCC(C)c1nc2c(c(N3CCC3=O)c1-c1ccccc1)CCCC2 (stereo unspecified)	0.036
CCCNc1nc(-c2cc(C(=O)Nc3ccccc3)on2)cc(C(C)C)n1	1.2
COc1cc(-c2cc(=O)c3c(O)c(OC)c(OC)c(OC)c3o2)cc(OC)c1OC	2.3
CN(C)[C@@H](CO)c1nnc([C@H](CCC(=O)O)NC(=O)C2CCNCC2)o1	-0.84
CN(C)C(N)=NCCC[C@H](N)C(=O)O	-0.26
COc1ccc(NC(=O)c2nc[nH]c2C(=O)N2CCC(C)CC2)cc1	1.4
C[C@@H](NCCc1ccc(O)cc1)[C@@H](O)c1ccc(O)cc1	-0.7
CC(=O)c1ccc(-c2ccc([C@H]3[C@@H]4C=CCC[C@@]4(C)C(=O)N3Cc3ccccc3)c(F)c2)cc1	0.6
C[C@H]1CC[C@]2(O[C@H](CCO)C[C@H](O)[C@H]2O)O1	-0.52
CC[C@H](C)[C@@H]1NC(=O)c2cc([N+](=O)[O-])cc(F)c2OCC[C@@H](C(N)=O)NC(=O)[C@H](CCCCN)NC1=O	0.023
CC(C)CC(CO)N1CCN(C(=O)c2cccc(C(F)(F)F)c2)CCC1=O (stereo unspecified)	0.54
COC/C=C/C1=CC2=CC(=O)C(C)(OC(=O)c3cnc4ccccc4n3)C(=O)C2=CN1Cc1ccco1 (stereo unspecified)	-1.3

A portion of the library, so the mix of outcomes need not match the whole.
